# Caspase-7 inhib: allosteric or competitive inhibitors of human caspase-7; hit rate 0.02% among 75,000; recombinant caspase-7, Ac-DEVD-AFC fluorescence rate; AID 889; Potency, µM (highest dose often 57.5 µM), without a hit: at the highest dose activity change, negative = inhibition, most hits filed as inhibitors; active = well fitted inhibition curve with a large enough effect in the main read-out, with a control signal flat, not every such curve was filed as active; inconclusive = small, poorly fitted or top-dose-only effect, or a change in a side signal; note: potency is the fitted concentration of half-maximal effect; % of control where 0% means no effect
# A350 fluor: A350 region autofluorescence | Compound autofluorescence, 340/450 nm, Alexa 350 dye-equivalents; hits give high values | hit rate 11% among 59,000 | max dye-equivalent concentration, M; in the data active = max dye-equivalent concentration above about 10 nM; inconclusive = mostly about 1.1 nM to 9.6 nM
# Caspase-1 inhib: blocks human caspase-1 allosterically or competitively | Caspase-1 enzyme, Ac-WEHD-AFC fluorogenic rate | AID 900 | P29466 | Potency, µM (top dose mostly 57.5 µM), for inactives: at the top dose activity change, negative = inhibition, most hits filed as inhibitors | hit rate 0.03% among 75,000;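 note: potency is the fitted concentration of half-maximal effect; plate controls were vehicle for no effect and no substrate for full effect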
# HEK293 cAMP cs: parental HEK293 cAMP activation (counter-screen). parental HEK293 CNG cAMP sensor, membrane potential fluorescence. AID 938. Potency, µM (highest dose often 57.1 µM), inactives show top-dose activation, actives largely listed as activators. hit rate 2.5% among 73,000; note: potency is the fitted concentration of half-maximal effect; % of control where 0% means no effect; nearly all actives have a fitted effect of over 55% in size
#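 Parental HEK 293 cells stably expressing a cAMP-gated CNG channel were loaded with membrane potential dye containing 100 uM RO 20-1724 for 60 min. Compound added for 30 min; depolarization read as fluorescence intensity at 590 nm.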
# Tau filament bind: tau filament binding; P10636; recombinant tau filaments, thioflavin S fluorescence, 15 h; filaments grown with octadecylsulfate alongside compound; Potency, µM (doses to about 57.1 µM), for the others: at the highest dose activity change, negative = inhibition; hit rate 2% among 71,000; AID 596;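 note: potency is the fitted concentration of half-maximal effect; % is set by controls: 0 for no effect and ±100 for the full control effect; actives lower thioflavin S fluorescence by blocking filaments or displacing dye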
#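 Thioflavine S fluorescence (ex 450, em 510 nm) reports filaments formed from 1 uM human tau plus 30 uM ODS over 15 h at 37 C (10 mM HEPES pH 7.4, 100 mM NaCl, 5 mM DTT); compounds displacing dye or blocking filaments lower signal.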
# CRE Fsk mod: alters forskolin-stimulated CRE reporter signaling in CHO cells | AID 662 | hit rate 2.5% among 71,000 | CHO CRE-bla reporter (cAMP response element driving beta-lactamase), forskolin EC10, beta-lactamase ratio | Potency, µM (highest dose often 38.2 µM), for inactives: top-dose activity change, negative = inhibition, most hits filed as activators; active = well fitted activation curve with a large enough effect in the signal ratio, with a control signal flat, not every such curve was filed as active; inconclusive = small, poorly fitted or top-dose-only effect, or effect the other way, or a change in a side signal; the % refers to the signal ratio; note: potency is the fitted concentration of half-maximal effect; % of control where 0% means no effect
#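 CRE-bla CHO cells stimulated with EC10 NKH 477 (water-soluble forskolin) and compound titrations, 3 h at 37C; beta-lactamase read with CCF4 after 2 h at room temperature. Activity from 460/530 nm emission ratio, AC50 values for positive or negative modulation.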
# BRCT inh red: BRCT-phosphoprotein interaction inhibition (red fluorophore); BRCT-phosphopeptide binding, red fluorescence polarization; Potency, µM (top dose mostly 76.9 µM), for inactives: at the highest dose activity change, negative = inhibition, actives largely listed as inhibitors; hit rate 0.03% among 75,000; AID 892; note: % is set by controls: 0 for no effect and ±100 for the full control effect
# Target sequence (P38398 whole entry, looked up): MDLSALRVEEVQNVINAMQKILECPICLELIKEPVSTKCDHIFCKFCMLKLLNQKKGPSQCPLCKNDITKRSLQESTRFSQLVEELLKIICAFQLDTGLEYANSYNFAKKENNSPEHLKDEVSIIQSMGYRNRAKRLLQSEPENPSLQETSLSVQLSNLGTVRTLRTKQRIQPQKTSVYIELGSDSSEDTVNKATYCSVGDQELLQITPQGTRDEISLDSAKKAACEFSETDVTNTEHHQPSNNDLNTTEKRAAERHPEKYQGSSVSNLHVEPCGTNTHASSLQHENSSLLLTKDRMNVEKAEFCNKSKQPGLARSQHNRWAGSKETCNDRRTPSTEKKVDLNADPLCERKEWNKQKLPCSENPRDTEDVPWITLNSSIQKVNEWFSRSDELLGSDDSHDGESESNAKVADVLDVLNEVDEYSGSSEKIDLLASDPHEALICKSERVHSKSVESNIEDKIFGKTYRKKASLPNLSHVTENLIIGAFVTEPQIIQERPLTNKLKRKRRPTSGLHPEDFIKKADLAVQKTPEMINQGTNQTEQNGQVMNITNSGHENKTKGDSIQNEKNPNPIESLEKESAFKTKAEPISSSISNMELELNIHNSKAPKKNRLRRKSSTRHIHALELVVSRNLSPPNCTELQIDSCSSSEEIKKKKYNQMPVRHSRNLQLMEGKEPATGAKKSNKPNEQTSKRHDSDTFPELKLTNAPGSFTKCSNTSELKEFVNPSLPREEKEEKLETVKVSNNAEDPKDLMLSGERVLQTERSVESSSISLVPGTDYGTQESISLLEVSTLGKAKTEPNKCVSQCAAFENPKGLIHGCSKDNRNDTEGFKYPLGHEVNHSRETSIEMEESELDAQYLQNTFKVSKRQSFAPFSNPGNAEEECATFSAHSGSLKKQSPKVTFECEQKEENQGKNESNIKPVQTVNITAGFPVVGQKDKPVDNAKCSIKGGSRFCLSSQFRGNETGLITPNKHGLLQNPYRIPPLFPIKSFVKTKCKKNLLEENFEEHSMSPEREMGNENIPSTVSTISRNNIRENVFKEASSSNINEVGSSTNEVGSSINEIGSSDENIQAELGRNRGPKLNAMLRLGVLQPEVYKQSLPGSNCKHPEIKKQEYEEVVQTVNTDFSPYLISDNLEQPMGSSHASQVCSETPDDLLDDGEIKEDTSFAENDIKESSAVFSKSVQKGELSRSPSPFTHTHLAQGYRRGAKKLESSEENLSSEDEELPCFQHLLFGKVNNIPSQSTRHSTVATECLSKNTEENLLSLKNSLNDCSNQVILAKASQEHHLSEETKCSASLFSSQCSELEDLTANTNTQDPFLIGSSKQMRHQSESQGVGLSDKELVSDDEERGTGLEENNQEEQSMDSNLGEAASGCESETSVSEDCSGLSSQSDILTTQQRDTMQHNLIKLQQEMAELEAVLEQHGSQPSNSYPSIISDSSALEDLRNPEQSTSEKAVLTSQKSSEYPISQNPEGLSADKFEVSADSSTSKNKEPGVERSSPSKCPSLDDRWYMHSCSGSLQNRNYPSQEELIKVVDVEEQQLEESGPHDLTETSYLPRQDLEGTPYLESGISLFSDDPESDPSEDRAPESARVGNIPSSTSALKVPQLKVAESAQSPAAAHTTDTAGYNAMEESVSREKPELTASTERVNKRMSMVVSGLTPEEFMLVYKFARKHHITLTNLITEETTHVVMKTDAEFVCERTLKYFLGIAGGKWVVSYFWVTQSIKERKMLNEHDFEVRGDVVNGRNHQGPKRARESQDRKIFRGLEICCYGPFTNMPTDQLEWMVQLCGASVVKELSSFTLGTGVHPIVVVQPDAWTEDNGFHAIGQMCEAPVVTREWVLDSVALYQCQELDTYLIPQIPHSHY
#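 Rhodamine-labelled pBACH1 10-mer (100 nM) bound to BRCT domain (100 nM) at pH 7.3; compounds incubated 12 min room temperature, polarization read. Free peptide defines full inhibition; unlabelled decapeptide titrated as control.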
# ERK AVP block: inhibitors of vasopressin-stimulated ERK signaling pathway; hit rate 0.99% among 72,000; HEK293-V1b, vasopressin-stimulated pERK AlphaScreen; AID 995; Potency, µM (highest dose often 57.5 µM), inactives show at the top dose activity, negative = inhibition, hits mostly inhibitors; note: potency is the fitted concentration of half-maximal effect; % is set by controls: 0 for no effect and ±100 for the full control effect; nearly all actives have a fitted effect of over 55% in size
#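 qHTS, compounds titrated on V1b-expressing HEK293 cells. Preincubation 30 min at 37C, vasopressin 25 nM for 5 min, lysis 10 min, bead incubation 5 hr at room temperature.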
# Luciferase inh: blocks Photinus pyralis firefly luciferase activity; Potency, µM (titrated, usually from 57.1 µM), without a hit: at the top dose activity change, negative = inhibition, hits mostly inhibitors; P08659; hit rate 2.2% among 72,000; purified firefly luciferase, luminescence, 8 min; note: potency is the fitted concentration of half-maximal effect; % is set by controls: 0 for no effect and ±100 for the full control effect; nearly all actives have a fitted effect of over 40% in size
#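 qHTS concentration-response profiling: light output of P. pyralis luciferase with luciferin and 10 uM ATP, imidazole buffer pH 7.2. Read by luminescence after 8-min room-temperature incubation.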
# BRCT PPI green: blocks human BRCA1 BRCT binding to phosphopeptide, green readout | Potency, µM (titrated, usually from 76.9 µM), for the others: at the top dose activity change, negative = inhibition, most hits filed as inhibitors | BRCA1 BRCT-phosphopeptide binding, green fluorescence polarization | hit rate 0.05% among 75,000 | AID 875;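 note: potency is the fitted concentration of half-maximal effect; plate controls were peptide without protein for full effect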
#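 Fluorescence polarization: His-tagged BRCT (~35 kDa BRCA1 C-terminus, 250 nM) bound to 100 nM fluorescein-labeled phosphorylated 10-aa BACH1 peptide, pH 7.3 phosphate buffer with DTT and Tween 20. Compounds incubated 12 min at room temperature; inhibition read as lowered polarization.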
# USP2a inh: USP2a (human) protease inhibition; O75604; USP2a enzymatic assay, qHTS inhibition; Potency, µM (highest dose often 38.3 µM), for inactives: top-dose activity change, negative = inhibition, usual class: inhibitors; hit rate 0.1% among 60,000;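 note: potency is the fitted concentration of half-maximal effect; nearly all actives have a fitted effect of over 60% in size; plate controls were DMSO for no effect and NEM full inhibition control for full effect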
#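 Inhibition is measured in a cell-free coupled assay with 20 nM USP2 core, 20 nM Ub-PLA2 and 20 uM NBD C6-HPC, 2.5 h incubation. Activity normalized to NEM control.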
# The depositor's hits bear a star; i = inactive; ? = inconclusive; · = not tested or not shown; [ ] = another dose, or the depositor's remark. Unless noted, calls come from the whole dose curve; as a rule, active = well fitted curve in the direction sought with a large enough effect; inconclusive = small, poorly fitted or top-dose-only effect, or another doubt; inactive = no such curve, though single readings can be large; an effect the other way counts as inactive or inconclusive.
SMILES,CRE Fsk mod,BRCT inh red,BRCT PPI green,A350 fluor,USP2a inh,Caspase-7 inhib,Tau filament bind,Caspase-1 inhib,Luciferase inh,ERK AVP block,HEK293 cAMP cs
COC(=O)Cc1c(C)nc2nc(NCc3ccc(Cl)cc3)[nH]n2c1=O,0%,-0.5%,1.2%,i,-10%,-1%,-11%,0%,3%,30%[activator],7%
CN1CCN(CC(=O)Nc2ccc(Oc3ccccc3)cc2)CC1,0%,0.9%,-1.7%,i,6%,0%,?,-2%,0%,8%,20%
Cc1c2c(nc3ccccc13)OCC2,-5%,-0.9%,-4.5%,·,·,0%,-6%,-2%,·,-7%,-6%
O=C(CCCN1CCN(c2ccccn2)CC1)c1ccc(F)cc1,-3%[17.1 µM],1.0%,-2.1%[3.08 µM],?,15%,1%,16%[25.6 µM],4%,4%[25.5 µM],13%,6%[25.6 µM]
O=C(O)CCc1ccc(-c2cccs2)n1NC(=O)c1ccc(O)cc1,-3%,1.0%,-0.1%,i,-4%,-1%,3%,0%,1%,-20%,1%
c1ccc(CNc2ncnc3nc[nH]c23)cc1,-5%[17.1 µM],1.2%[34.4 µM],-4.5%[34.4 µM],?,-10%[17.1 µM],1%[25.7 µM],-4%[25.6 µM],-2%[25.7 µM],5%[25.5 µM],4%[25.7 µM],9%[25.6 µM]
CN(Cc1cccs1)C(=O)COc1ccc(-c2nnco2)cc1,-2%,0.6%,-1.9%,i,-5%,1%,9%,2%,-1%,6%,?
Cn1cnnc1SCC(=O)c1ccc2c(c1)CCCC2,10%,-1.6%,-0.4%,·,5%,1%,-6%,-2%,-12%,-5%,18%
NC(=O)C[C@H](N)C(N)=O,7%[7.6 µM],-1.0%[15.4 µM],-8.3%[15.4 µM],i,·,1%[11.5 µM],4%[11.4 µM],3%[11.5 µM],2%[11.4 µM],-17%[11.5 µM],11%[11.4 µM]
Cn1c(SCc2nnc(-c3ccccc3Br)o2)nc2sc3c(c2c1=O)CCC3,?,1.5%,1.1%,i,24%,-5%,138%,-3%,-1%,-11%,?
CC(C)c1nc2oc3c(=O)[nH]cnc3c2c2c1CCC2,?,-1.5%,-3.6%,?,1.6µM*,-2%,10%,0%,3%,-13%,1%
CC1(C(=O)NCCCNc2ncc(C(F)(F)F)cc2Cl)C=CC2(CCCCC2)N1C(=O)c1ccccc1 (stereo unspecified),2%,-5.3%,2.2%,·,·,-8%,9%,-5%,·,?,10%
CCC(=O)N1CC23C=CC(CC2CC12CCCCC2)O3 (stereo unspecified),?,-0.1%,-1.8%,·,3%[7.66 µM],1%,-3%[11.4 µM],0%,-1%,?,25%[11.4 µM]
CCCCNC(=O)Nc1ccc(Br)cn1,2%,-0.1%,-1.3%,i,0%,-4%,14%,1%,-1%,-15%,-3%
O=C(CC1C(=O)OCN1C(=O)OCc1ccccc1)OCC(=O)c1ccccc1 (stereo unspecified),-4%,-2.9%,0.6%,i,35%[activator],-1%,-4%,0%,6%,4%,9%
C=CCn1c(=O)c(C(=O)Nc2nnc(C)s2)c(O)c2ccccc21,13%,-3.6%,-1.0%,i,25%,1%,-2%,0%,0%,8%,6%
Cn1c(=O)c2c(nc(N3CCOCC3)n2CC(=O)c2ccccc2)n(C)c1=O,11%,-1.8%,-0.5%,2.2e-08M*,6%,1%,4%,1%,1%,3%,-7%
O=c1oc2ccccc2cc1-c1nnc(-c2cccc(Br)c2)o1,4%,-1.1%,-1.6%,1.4e-07M*,-3%,3%,-10%,-1%,2%,0%,-9%
CCOC(=O)CNC(=O)C(NC(=O)C1CCC(C)CC1)C(C)CC (stereo unspecified),9%,-1.8%,4.0%,i,2%,0%,5%,0%,2%,5%,3%
COC(=O)c1ccc(CS(=O)(=O)c2ccccc2C)o1,8%,-1.2%,-4.4%,?,6%,-2%,-3%,0%,0%,-2%,3%
CCn1nnnc1SCC(=O)Nc1cccc(C)n1,4%,-1.0%,-4.5%,i,-10%,-2%,3%,0%,-1%,3%,11%
COc1ccccc1NC(=O)c1cc(Cl)ccc1NC(=O)c1ccco1,11%,-3.4%,14%,3.7e-08M*,9%,0%,369%,-4%,0%,-15%,25µM*
O=C(O)c1ccccc1NC(=O)C1CCCO1 (stereo unspecified),-10%,-1.5%,3.0%,i,-12%,2%,-1%,1%,0%,2%,3%
Cn1c(=O)c2c(nc(N3CCCCCC3)n2Cc2cccc3ccccc23)n(C)c1=O,12%,-1.5%,-3.7%,i,?,0%,42%,-2%,0%,-7%,-39%[inhibitor]
COc1ccccc1N1CCN(C(=O)c2ccc(S(=O)(=O)N3CCCC3)cc2)CC1,-11%,0.2%,-2.0%,i,12%,-1%,1%,-3%,-1%,1%,?
COc1ccc(S(=O)(=O)N2CCN(S(=O)(=O)c3ccc4c(c3)OCCO4)CC2)cc1,-1%,-0.1%,-2.9%,i,·,1%,-12%,0%,4%,-12%,-12%
Cn1cccc1P(=O)(c1cccn1C)c1cccn1C,-12%,-1.5%,-0.5%,i,-2%,0%,0%,2%,3%,8%,?
[O-]/[N+](=C\c1ccncc1)c1ccccc1,?,3.0%,-2.1%,i,0%,-1%,7%,-1%,-7%,7%,1%
Cc1cc(C)n(-c2nc(NC(C)(C)C)nc(NC(C)(C)C)n2)n1,0%,-1.4%,-2.1%,·,2%,-1%,12%,0%,0%,-29%,12%
COc1ccccc1-c1cc(C(F)(F)F)nc(S(=O)(=O)CCCC(=O)Nc2cc(C)on2)n1,?,-2.2%,-2.6%,5e-07M*,-5%,1%,-5%,-2%,0%,15%,5%

# Full records from above. Values in the order: CRE Fsk mod, BRCT inh red, BRCT PPI green, A350 fluor, USP2a inh, Caspase-7 inhib, Tau filament bind, Caspase-1 inhib, Luciferase inh, ERK AVP block, HEK293 cAMP cs
# O=C(O)c1ccccc1NC(=O)C1CCCO1 (stereo unspecified) is listed with -10%, -1.5%, 3.0%, i, -12%, 2%, -1%, 1%, 0%, 2%, 3%
# [O-]/[N+](=C\c1ccncc1)c1ccccc1 is listed with ?, 3.0%, -2.1%, i, 0%, -1%, 7%, -1%, -7%, 7%, 1%
# Cn1c(=O)c2c(nc(N3CCCCCC3)n2Cc2cccc3ccccc23)n(C)c1=O is listed with 12%, -1.5%, -3.7%, i, ?, 0%, 42%, -2%, 0%, -7%, -39%[inhibitor]

# The list goes on.
SMILES,CRE Fsk mod,BRCT inh red,BRCT PPI green,A350 fluor,USP2a inh,Caspase-7 inhib,Tau filament bind,Caspase-1 inhib,Luciferase inh,ERK AVP block,HEK293 cAMP cs
O=C(O)c1ccc(Cl)cc1NC(=O)C1CCCO1 (stereo unspecified),-11%,-0.6%,-4.2%,i,-2%,0%,14%,-1%,2%,-26%,?
CCn1c(=O)[nH]c2ccccc21,?,0.0%,-0.8%,·,·,0%,?,-2%,0%,-22%,6%
O=C(O)C1C2C=CC3(CN(Cc4ccncc4)C(=O)C13)O2 (stereo unspecified),-5%,-1.8%,-3.9%,?,-9%,6%,-4%,0%,4%,-7%,2%
COc1ccc(-c2cc(C(F)(F)F)nc(SCCC(=O)NCc3ccco3)n2)cc1,13%,-0.3%,0.2%,i,-1%,-1%,23%,-2%,-2%,-12%,?
O=C(c1ccco1)N1CCC2(CC1)CN(c1cccc(-c3ccccc3)c1)C2,-15%,0.0%,-1.9%,i,75%[activator],-3%,8%,-4%,-4%[11.4 µM],-28%,21%
COc1ccc(OC)c2[nH]c(=O)c(CCNC(=O)COc3ccccc3)cc12,?,0.0%,-1.9%,?,-11%,0%,-9%,-3%,1%,23%,13%
CCCCN1CC(C(=O)NC2CCCCC2)CC1=O (stereo unspecified),4%,0.4%,-1.8%,i,6%,1%,0%,-1%,1%,10%,-1%
COc1ccc(S(=O)(=O)N(C)CC(=O)NC2CCCCC2)cc1OC,10%,-1.0%,-1.2%,i,4%,1%,-12%,3%,4%,-19%,?
COc1cccc(-c2cc(C(=O)N3CCCc4ccccc43)no2)c1,?,-0.7%,0.9%,i,-16%,-2%,1%,-6%,-23%,44%,16µM*

# A different layout for some results above:
# The line under a structure holds: CRE Fsk mod | BRCT inh red | BRCT PPI green | A350 fluor | USP2a inh | Caspase-7 inhib | Tau filament bind | Caspase-1 inhib | Luciferase inh | ERK AVP block | HEK293 cAMP cs
- CCn1c(=O)[nH]c2ccccc21
 : ? | 0.0% | -0.8% | · | · | 0% | ? | -2% | 0% | -22% | 6%
- O=C(c1ccco1)N1CCC2(CC1)CN(c1cccc(-c3ccccc3)c1)C2
 : -15% | 0.0% | -1.9% | i | 75%[activator] | -3% | 8% | -4% | -4%[11.4 µM] | -28% | 21%

# Screening results as filed in PubChem BioAssay.
